GRP78 ERSR act: induces the endoplasmic reticulum stress response in human glioma cells; AID 602332; 420,000 compounds, 0.02% hits; Potency, µM, for the others: at the highest dose activation, actives largely listed as activators; U87-MG GRP78 promoter luciferase reporter, 16 h; active = well fitted activation curve with a large enough effect; inconclusive = small, poorly fitted or top-dose-only effect; inactive = no such curve, though single readings can be large or run the other way; also: series mostly up to about 76 µM; % of control where 0% means no effect; nearly all actives have a fitted effect of over 35% in size
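ERSR induction read as luciferase luminescence (Bright-Glo, 10 min at room temperature) in stably transfected human U87-MG glioma cells exposed to compounds for 16 h, using GRP78 as sensor.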
* marks the source's active call; other numbers are inactive results; ? = inconclusive; & = joins results of further samples. Potency is read from the fitted curve at half-maximal effect. This is a subset (hit frequency here may not be typical).

| GRP78 ERSR act | mol |
| --- | --- |
| -3% | COC(=O)C/C=C\[C@@H](C)[C@@H](/C=N\O[C@@H](C)c1cn([C@H]2COC[C@H]2O)nn1)NS(=O)(=O)c1ccc(C)cc1 |
| -3% | COCCNc1nc(-c2ccccc2CN(C)C)nc2ccccc12 |
| 0% | Cc1ccc2nc(SCC(=O)NCC3Cc4cc(-c5ncccc5C)ccc4O3)[nH]c2c1 (centres undefined) |
| 1% | COc1ccc(CCNC(=O)C(=O)c2c[nH]c3ccccc23)cc1 |
| -7% | NC(N)=Nc1nc(CSCC/C(N)=N\S(N)(=O)=O)cs1 |
| -3% | N=C(N)c1ccc(OCCCOc2ccc(C(=N)N)cc2Br)c(Br)c1 |
| -6% | CCN1C(=O)CC(CC(=O)N2CCC(c3nc4ccc(F)cc4[nH]3)CC2)(c2ccccc2C)C1=O (centres undefined) |
| -5% | Cc1noc(C)c1-c1nccc(N(C)Cc2ccco2)n1 |
| -4% | O=C1CN(/N=C\c2ccc([N+](=O)[O-])o2)C(=O)N1 |
| 6% | CCCCCCCCCCCCCCCCSCC(COC)COP(=O)([O-])OCC[N+](C)(C)C (centres undefined) |
| ? | COC1=CC(=O)C(O)=C/C1=C\C=C\c1ccccc1 |
| -1% | CNc1cc2c(Nc3cccc(Br)c3)ncnc2cn1 |
| -5% | CCN(CC)CCNC(=O)c1c(C)[nH]c(/C=C2\C(=O)Nc3ccc(F)cc32)c1C |
| -4% | CCC(C)CCCCC(=O)NC(CCN)C(=O)NC(C(=O)NC(CCN)C(=O)NC1CCNC(=O)C(C(C)O)NC(=O)C(CCN)NC(=O)C(CCN)NC(=O)C(CC(C)C)NC(=O)C(Cc2ccccc2)NC(=O)C(CCN)NC1=O)C(C)O (centres undefined) |
| -4% | N[C@@H](Cn1c2c(c(=O)[nH]c1=O)CCC2)C(=O)O |
| -3% | CN(CC1COCCO1)C(=O)c1cnn(-c2nccc(-c3ccccc3C(F)(F)F)n2)c1C1CC1 (centres undefined) |

Arranged by count of non-hydrogen atoms (smallest number first): part of the list above.
| GRP78 ERSR act | mol |
| --- | --- |
| -4% | N[C@@H](Cn1c2c(c(=O)[nH]c1=O)CCC2)C(=O)O |
| ? | COC1=CC(=O)C(O)=C/C1=C\C=C\c1ccccc1 |
| -3% | CN(CC1COCCO1)C(=O)c1cnn(-c2nccc(-c3ccccc3C(F)(F)F)n2)c1C1CC1 (centres undefined) |

The list continues:
| GRP78 ERSR act | mol |
| --- | --- |
| -2% | COc1cccc(Cn2c(=O)cnc3cnc(N(C)C)nc32)c1 |
| -8% | [N-]=[N+]=Nc1nc2c(N)ncnc2n1C1OC(CO)C(O)C1O (centres undefined) |
| -3% | CC(C)=CCC/C(C)=C/CO/N=C1/C[C@@H](O)[C@@H](O)[C@@H]2[C@@H]3C(=O)N(C[C@@H]4CCCO4)C(=O)[C@H]3CC[C@@H]12 |
| 4% | CC(=O)O[C@@H]1CC[C@@]2(C)[C@H](C1)[C@H](OC(C)=O)C[C@@H]1[C@@H]2C[C@H]2[C@@H]3CN4C[C@H](C)CC[C@H]4[C@H](C)[C@H]3CC[C@@]12O |
| -4% | CCCCC/C=C\C/C=C\CCCCCCCCCC(=O)O |
| 2% | CC(C)C[C@H](NC(=O)[C@H](CCCCN)NC(=O)CNC(=O)[C@H](CC(C)C)NC(=O)[C@@H](N)C(C)C)C(=O)N[C@@H](CO)C(=O)N[C@@H](CCC(N)=O)C(=O)N[C@@H](CCC(=O)O)C(=O)N[C@@H](CC(C)C)C(=O)N[C@@H](Cc1cnc[nH]1)C(=O)N[C@@H](CCCCN)C(=O)N[C@@H](CC(C)C)C(=O)N[C@@H](CCC(N)=O)C(=O)N[C@H](C(=O)N[C@@H](Cc1ccc(O)cc1)C(=O)N1CCC[C@H]1C(=O)N[C@@H](CCCNC(=N)N)C(=O)N[C@H](C(=O)N[C@@H](CC(N)=O)C(=O)N[C@H](C(=O)NCC(=O)N[C@@H](CO)C(=O)NCC(=O)N[C@H](C(=O)N1CCC[C@H]1C(N)=O)[C@@H](C)O)[C@@H](C)O)[C@@H](C)O)[C@@H](C)O |
| -3% | COCCn1c(=O)c(CCc2ccccc2)nc2cnc(OCc3ccccc3)nc21 |
| -3% | COc1ccc2[nH]cc(CCNc3ncnc4ccc(-c5ccc6c(c5)OCO6)cc34)c2c1 |
| 13% | COC(=O)c1cn([C@@H]2C[C@@H](C(=O)Nc3cccc(SC)c3)N(C3CCCCCC3)C2)nn1 |
| -5% | COc1ccccc1CNc1ccnc(-c2ccc(N(C)C)cc2)n1 |
| -4% | C/C1=C/CC(C)(C)/C=C/C/C(C)=C/CC1 |
| -3% | O=C(c1cccc(F)c1)N1CCC2(CCN(Cc3cc(C(F)(F)F)cc(C(F)(F)F)c3)CC2)CC1 |
| -7% | COc1cccc(-c2cncnc2NCc2cnc(C)cn2)c1 |
| 2% | COC(=O)NC(CC(C)=O)c1cccc(C)c1 (centres undefined) |
| -5% | Cc1cc(C(=O)NCc2nnc3n2CCN(Cc2ccc(C)c(C)c2)CC3)c(C)o1 |
| -2% | COc1ccc(-c2nc3cnc(Oc4ccccc4)nc3n(C3CC3)c2=O)cc1 |
| -3% | CCCCCC/C=C1\CC(C(=O)OCC)Oc2ccccc21 (centres undefined) (tested in a mixture with another compound) |
| -4% | CCC(C)C(C(=O)OCC[N+](C)(CC)CC)c1ccccc1 (centres undefined) |
| -8% | NCCCC[C@H](NC(=O)[C@@H](Cc1ccccc1)NC(=O)[C@H](Cc1c[nH]c2ccccc12)NC(=O)[C@@H](CCCCN)NC(=O)[C@@H](Cc1c[nH]c2ccccc12)NC(=O)[C@@H](N)Cc1cnc[nH]1)C(N)=O |
| -2% | C=C(C)C1CC=C(CO)CC1 (centres undefined) |
| -1% | Cc1noc(C)c1C(=O)N1CCC[C@@]2(CCN(C(=O)Nc3cccc(C#N)c3)C2)C1 |
| -5% | CC(C)CCCC(C)C1CCC2C3CC=C4CC(O)CC[C@@]4(C)C3CC[C@@]12C (some centres undefined) |
| -5% | Cc1cccc(CNc2ccnc(-c3ccccc3CN(C)C)n2)c1 |
| -4% | O=c1c(-c2ccc(F)cc2)nc2cnc(N3CCNCC3)nc2n1Cc1cccs1 |
| -2% | O=C(NC1CC1)[C@@H]1C[C@@H](Sc2nc3ccccc3[nH]2)CN1CC1CCCCC1 |
| -4% | COC(=O)/C=C/c1cc(O)ccc1O |
| -1% | CSCC[C@H](NC(=O)[C@H](Cc1ccc(OS(=O)(=O)O)cc1)NC(=O)[C@@H](N)CC(=O)O)C(=O)NCC(=O)N[C@@H](Cc1c[nH]c2ccccc12)C(=O)N[C@@H](CCSC)C(=O)N[C@@H](CC(=O)O)C(=O)N[C@@H](Cc1ccccc1)C(N)=O |
| 0% | Cc1cccc([C@@H]2CN(C)CCc3c2cc(O)c(O)c3Cl)c1 |
| -4% | CCC(=O)OCC(=O)[C@@]1(OC(=O)CC)[C@@H](C)C[C@H]2[C@@H]3CCC4=CC(=O)C=C[C@]4(C)[C@@]3(F)[C@@H](O)C[C@@]21C |
| -3% | COc1ccc(C(=O)N2CCC3(CCCN(c4ccccc4)C3)CC2)cc1 |
| -4% | CC(=O)SC[C@@H](C)C(=O)N1CCC[C@H]1C(=O)N[C@@H](Cc1ccccc1)C(=O)O |
| 4% | Cc1cnc(SCc2ccccn2)nc1C1CCCN(C(=O)c2cc3ccccc3oc2=O)C1 (centres undefined) |

Grouped by structure: those above with an aryl methoxy group
| GRP78 ERSR act | mol |
| --- | --- |
| 1% | COc1ccc(CCNC(=O)C(=O)c2c[nH]c3ccccc23)cc1 |
| -2% | COc1cccc(Cn2c(=O)cnc3cnc(N(C)C)nc32)c1 |
| -3% | COc1ccc2[nH]cc(CCNc3ncnc4ccc(-c5ccc6c(c5)OCO6)cc34)c2c1 |
| -5% | COc1ccccc1CNc1ccnc(-c2ccc(N(C)C)cc2)n1 |
| -7% | COc1cccc(-c2cncnc2NCc2cnc(C)cn2)c1 |
| -2% | COc1ccc(-c2nc3cnc(Oc4ccccc4)nc3n(C3CC3)c2=O)cc1 |
| -3% | COc1ccc(C(=O)N2CCC3(CCCN(c4ccccc4)C3)CC2)cc1 |

Next records.
| GRP78 ERSR act | mol |
| --- | --- |
| -2% | OCC1O[C@@H](O[C@@H]2C(CO)OC(O)C(O)C2O)C(O)C(O)C1O (some centres undefined) |
| -5% | O=C(c1cc(C(F)(F)F)cc(C(F)(F)F)c1)N1CCC[C@@]2(CCN(c3ncccn3)C2)C1 |
| -4% | CC1OC(n2cc(F)c(=O)[nH]c2=O)C(O)C1O (centres undefined) |
| -1%&-5% | O=C1C[C@@H](O)[C@@H](O)[C@H]2[C@@H]3C(=O)N(C[C@@H]4CCCO4)C(=O)[C@@H]3CC[C@H]12 |
| -4% | CCN1CCC[C@@H](OC(=O)C(c2ccccc2)c2ccccc2)C1 |
| ? | CC(C)CCCC(C)C1CC(=O)C2=C3CCC4CC(O)CCC4(C)C3CCC21C (centres undefined) |
| 0% | COCC(=O)Nc1cc(C(=O)N2CCCC(C(C)=O)C2)cc2nc(-c3ccccc3)n(C)c12 (centres undefined) |
| -3% | N#Cc1cccc(NC(=O)N2CC[C@@]3(CCCN(C(=O)c4cccc(F)c4)C3)C2)c1 |

Part of the list above, as labelled records:
> CC1OC(n2cc(F)c(=O)[nH]c2=O)C(O)C1O (centres undefined)
  GRP78 ERSR act: -4%
> O=C1C[C@@H](O)[C@@H](O)[C@H]2[C@@H]3C(=O)N(C[C@@H]4CCCO4)C(=O)[C@@H]3CC[C@H]12
  GRP78 ERSR act: -1%&-5%
> CCN1CCC[C@@H](OC(=O)C(c2ccccc2)c2ccccc2)C1
  GRP78 ERSR act: -4%

Following part.
| GRP78 ERSR act | mol |
| --- | --- |
| -4% | COCCn1c(=O)c(C)nc2cnc(Oc3ccccc3)nc21 |
| -5% | CC1(C(=O)O)CCC2(C)CCC3(C)C(=CC(=O)C4C5(C)CCC(O)C(C)(C)C5CCC43C)C2C1 (centres undefined) |
| -4% | Cc1ccc(S(=O)(=O)N[C@@H](CCc2ccccc2)CC(=O)C(C)(C)C)cc1 |
| -5% | O=C(O)[C@@H]1CCCNC1 |
| 1% | Cc1cccc2cc(CN(C(=O)c3ccc(C(F)(F)F)cc3)C3CC3)c(N3CCC(O)CC3)nc12 |
| -2% | CCCCCOC(=O)Nc1nc(=O)n(C2O[C@H](C)[C@@H](O)[C@@H]2O)cc1F (some centres undefined) |
| -4% | CC(C)(C)C(=O)NCCCC(=O)O |
| -5% | CCN1CCCC1CNC(=O)c1cnn(-c2ncc3c(n2)-c2ccc(OC)cc2CC3)c1C1CC1 (centres undefined) |
| -3% | O=C(O)Cc1ccccc1Oc1ccc(Cl)cc1Cl |
| -5% | CN(C)c1nc2cc3c(cc2cc1CN(CC1CCCO1)C(=O)/C=C/c1cccs1)OCO3 (centres undefined) |
| 0% | CCOC(=O)c1c(C)cc(OC)cc1O |
| -9% | O=C(NCCCCN1CCN(c2cccc(Cl)c2Cl)CC1)c1ccc2c(c1)Cc1ccccc1-2 |
| -6% | c1ccc(COC[C@H]2CO2)cc1 |
| -4%&-4% | COc1cccc([C@H]2Oc3ccc(OC)cc3/C(=N\O[C@@H](C)c3cn([C@H](CO)Cc4ccccc4)nn3)[C@@H]2O)c1 |
| -2% | CCNc1ncc2nc(C)c(=O)n(Cc3cccc(OC)c3)c2n1 |
| -4% | C=C(C)C(=O)OCCOC(=O)C(=C)C |
| -8% | COc1cc(=O)n2c(c1C(=O)NCc1ccco1)CCN(Cc1cc3ccccc3[nH]1)CC2 |
| -3% | O=C(NCCO)c1cn(C2CCN(Cc3c(F)cccc3Cl)CC2)nn1 |
| -5% | Cc1ccc(CN2CCc3nnc(C(C)NC(=O)c4cc(F)ccc4F)n3CC2)o1 (centres undefined) |
| -5% | CCCCCCCC(=O)OCCOC(=O)CCCCCCC |
| -4% | CCN1CCCC1CNC(=O)c1cnn(-c2nccc(-c3ccc(C)o3)n2)c1C1CC1 (centres undefined) |
| -4% | COc1ccc(Oc2ncc3nc(-c4cccc(C#N)c4)c(=O)n(Cc4cccc(OC)c4)c3n2)cc1 |
| -6% | CC(=O)O[C@@H]1C(=O)[C@@]2(C)[C@H](O)C[C@H]3OC[C@]3(OC(C)=O)[C@@H]2[C@H](OC(=O)c2ccccc2)[C@@]2(O)C[C@H](OC(=O)[C@@H](O)[C@@H](NC(=O)c3ccccc3)c3ccccc3)C(C)=C1C2(C)C (stereo in doubt) |
| 0% | CCNc1ncc2nc(-c3ccccc3)c(=O)n(-c3ccc(OC)cc3)c2n1 |
| 0% | COC(=O)[C@@H]1CCCN1Cc1ccc2c(c1)CN(Cc1ccc3c(c1)CCCN3C)CCO2 |
| -4% | O=C(c1cnccn1)N1CCC2(CCN(Cc3ccncc3)CC2)CC1 |
| -5% | CN1CCCN([C@@H](c2ccccc2)c2ccc(Cl)cc2)CC1 |
| 0% | CC(=O)Nc1ccccc1-c1nc(CNC(=O)c2ccc(-c3ccccc3F)cc2)c(C)o1 |
| 0% | c1ncc(-c2ccoc2)c(NC2CC2)n1 |
| -2% | c1nc(NC2CC2)c2cc(-c3ccoc3)ccc2n1 |
| -4% | O=C(c1ccco1)N1CCC2(CC1)CN(c1ccccc1)C2 |
| -2% | COc1ccc(CNc2ncncc2-c2ccc3c(c2)OCO3)c(OC)c1 |
| -1% | CC(=O)N1CCC[C@@]2(CCN(C(=O)Nc3ccccc3)C2)C1 |
| -2% | COc1ccc(Oc2ncc3nc(-c4ccc(F)cc4)c(=O)n(CCC#N)c3n2)cc1 |
| -6% | COc1cc(Br)c(C[N+]2(CCOCCC3CCC4CC3C4(C)C)CCOCC2)cc1OC (centres undefined) |
| -2% | COc1ccc2cc1Oc1ccc(cc1)CC1c3cc(c(OC)cc3CCN1C)Oc1c(OC)c(OC)cc3c1C(C2)N(C)CC3 (centres undefined) |
